CHO-K1 Ca ag: M1 agonist counterscreen hit in parental CHO-K1 cells | hit rate 0.48% among 360,000 | activation, % at 3 µM | AID 602248 | Fluo-8 calcium fluorescence; scaled to maximal ATP response, vehicle zero; in the data active = activation above about 15%;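 note: untransfected CHO-K1 host cells lacking M1 receptor as counterscreen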
CHRM1 agonist: human M1 muscarinic receptor agonism. CHO-K1 hM1, Fluo-8 calcium fluorescence, agonist mode; 0% DMSO, 100% acetylcholine EC100. activation, % at 3 µM. hit rate 0.33% among 360,000. AID 588814;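 active = activation above the run's mean compound activation plus 3 SD, cut at about 16% in these data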;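 note: peak over basal fluorescence ratio within a 140 s kinetic read after compound addition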
Target sequence (P11229 whole entry, looked up): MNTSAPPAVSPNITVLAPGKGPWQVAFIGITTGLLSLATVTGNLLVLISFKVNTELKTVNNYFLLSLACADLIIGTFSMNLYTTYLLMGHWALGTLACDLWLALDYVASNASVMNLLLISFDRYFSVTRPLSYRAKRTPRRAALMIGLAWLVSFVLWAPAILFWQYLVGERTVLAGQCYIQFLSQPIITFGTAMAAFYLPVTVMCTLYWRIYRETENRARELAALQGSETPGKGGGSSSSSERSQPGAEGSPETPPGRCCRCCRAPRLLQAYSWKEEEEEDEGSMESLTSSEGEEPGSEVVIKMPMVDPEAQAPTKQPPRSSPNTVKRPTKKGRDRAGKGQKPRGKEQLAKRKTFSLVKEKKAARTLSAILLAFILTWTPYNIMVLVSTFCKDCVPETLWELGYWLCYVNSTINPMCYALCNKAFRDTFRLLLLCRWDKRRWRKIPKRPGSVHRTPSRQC
CHO-K1 Ca antag: counter-screen for M1 antagonists: effect in parental CHO-K1 cells | AID 602250 | hit rate 0.6% among 360,000 | inhibition, % at 3 µM | ATP-induced calcium, Fluo-8 fluorescence;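 active = inhibition above a per-plate cutoff, the plate's mean sample inhibition plus 3 SD, cut at about 24% in these data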;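 note: 0% = DMSO plus EC80 ATP and 100% = DMSO alone without ATP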
CHO parental Ca: counter-screen for OX1R antagonists: effect in parental CHO cells | inhibition, % at 5.6 µM | hit rate 0.63% among 330,000 | parental CHO-K1, ATP-induced calcium, Fluo-8 fluorescence;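 active = inhibition above that plate's mean sample inhibition plus 3 SD, cut at about 26% in these data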;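 note: 0% = ATP-challenged DMSO wells and 100% = DMSO wells without ATP; some compounds past the cut are filed as inactive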
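Assay system: untransfected parental CHO cell line. Also added: ATP agonist challenge. Dosing: one dose, 5.6 µM nominal. Measured by: Fluo-8 fluorescence. Read-out: % inhibition. Benchmarks: ATP wells versus no-ATP DMSO wells. Repeats: no replicates.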
CHRM1 antagonist: antagonists of human M1 muscarinic receptor | P11229 | CHO-K1 hM1, Fluo-8 calcium fluorescence, ACh EC80 antagonist | inhibition, % at 3 µM | hit rate 1.3% among 360,000;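 active = percent inhibition above its own plate's cutoff, namely the mean of that plate's compound wells plus 3 SD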;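 note: peak over basal fluorescence ratio during 140 s after agonist addition; 0% = ACh EC80 plus DMSO and 100% = DMSO alone without agonist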
M1 PAM parental: nonselective activator or artifact in parental CHO-K1 calcium assay. hit rate 0.02% among 360,000. activation, % at 3 µM. ATP EC20, Fluo-8 calcium fluorescence; 0% at ATP EC20, 100% at ATP max;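 active = activation above the run cutoff, the mean activation of all test compounds plus 3 SD, cut at about 40% in these data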;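 note: peak over basal fluorescence ratio in a 140 s read after ATP addition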
TAAR1 antagonist: antagonists of human TAAR1; Q96RJ0; CHO RD-HGA16 TAAR1, Fluo-8 calcium fluorescence, antagonist; inhibition, % at 3 µM; hit rate 1.5% among 360,000; AID 624466;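 active = inhibition above a per-plate cutoff, the mean inhibition of test compounds on that plate plus 3 SD, cut at about 49% in these data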;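 note: 0% = DMSO plus EC80 beta-PEA response and 100% = DMSO alone without agonist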
Target sequence (Q96RJ0 whole entry, looked up): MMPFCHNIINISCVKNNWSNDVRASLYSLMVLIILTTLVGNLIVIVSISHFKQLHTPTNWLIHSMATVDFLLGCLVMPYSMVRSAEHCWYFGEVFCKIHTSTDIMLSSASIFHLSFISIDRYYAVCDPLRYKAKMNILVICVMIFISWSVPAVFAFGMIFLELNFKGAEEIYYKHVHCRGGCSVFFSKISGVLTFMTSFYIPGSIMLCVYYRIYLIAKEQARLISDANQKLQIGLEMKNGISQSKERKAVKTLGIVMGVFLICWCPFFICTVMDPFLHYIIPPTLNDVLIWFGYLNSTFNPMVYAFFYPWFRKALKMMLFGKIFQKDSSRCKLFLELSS
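System: RD-HGA16 CHO cells with stable hTAAR1 and Gα16 | Probe or stimulus: EC80 β-phenethylamine stimulus | Dosing: 3 µM, single point | Times: Dye loading 75 min at 37 °C, then 30 min room temperature | Measured by: Fluo-8 calcium-sensitive fluorescence | Read-out basis: % inhibition of agonist calcium response | Replicates: n of 1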
TAAR1 ag: agonists of human TAAR1 | CHO RD-HGA16 TAAR1, Fluo-8 calcium fluorescence; vehicle wells 0%, saturating PEA agonist 100% | hit rate 0.99% among 360,000 | activation, % at 3 µM | Q96RJ0;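 active = activation above the mean activation of all test compounds in the run plus 3 SD, cut at about 38% in these data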
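System: CHO-derived RD-HGA16 cells with stable Gα16 and human TAAR1. Times: 17-24 h plating, Fluo-8 75 min 37 °C, 30 min RT. Measured by: calcium-sensitive Fluo-8 signal, excitation 470-495, emission 515-575 nm. Read-out basis: % activation relative to PEA EC100 response. Control set: DMSO and PEA EC100. Repeats: no replicates (n 1).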
M1 PAM: human CHRM1 positive allosteric modulation; CHO-K1 hM1, Fluo-8 calcium fluorescence, ACh EC20; 0% = ACh EC20, 100% = maximal ACh; activation, % at 3 µM; hit rate 0.088% among 360,000; AID 588819; in the data active = activation above about 19%, passing the limit was not always enough
* hit, by the source's call; / = no result given. Rows are unselected. Share with any hit: about 4.4%.

No.	canonical_smiles	CHO-K1 Ca ag	CHRM1 agonist	CHO-K1 Ca antag	CHO parental Ca	CHRM1 antagonist
1	Cc1cc(OCC(=O)NNC(=O)CCc2ccccc2)ccc1Br	4.3	-5	-7	9	-3
2	CN(C(=O)c1ccc(NC(=O)Cc2cccc(NC(=O)C3CCN(C(=O)C4CC4)CC3)c2)cc1)C1CC1	0.5	0	-11	/	-4
3	O=C(COC(=O)c1nc(Cl)ccc1Cl)NCc1ccccc1	-0.2	-4	5	-12	-15
4	Cc1ccc(N(C)C(=O)CCNC(=O)Cn2cnc3ccccc3c2=O)cc1C	1.3	-5	35*	-2	-14
5	CCCCn1nnnc1SCC(=O)Nc1ccc2c(c1)OCCO2	0.3	-2	0	-13	7
6	CC(C(=O)O)n1c2ccccc2c2cn[nH]c(=O)c21 (stereo not given)	0.8	-4	-6	-1	-22
7	CCOC(=O)CN(C)S(=O)(=O)c1ccc(-c2cc(C(=O)OC)sc2C(F)(F)F)cc1	3.2	-1	10	-18	4
8	CCOC(=O)N1CCN(C(=O)CN(c2ccc(OCC)cc2)S(C)(=O)=O)CC1	-0.2	-6	2	-2	-1
9	O=C(CNC(=O)c1ccccc1)NCc1ccc(Cl)cc1	0.5	-2	-2	-9	3
10	Cc1cccc(C)c1Nc1nnc(SCC(=O)Nc2ncc(C(F)(F)F)cc2Cl)s1	0.8	-1	-10	-12	1

No.	M1 PAM parental	TAAR1 antagonist	TAAR1 ag	M1 PAM
1	3	-4	1	3
2	6	-13	4	-4
3	11	-11	0	12
4	17	15	-1	9
5	-2	4	7	3
6	2	-20	1	8
7	-1	25	3	-3
8	14	-2	5	6
9	-10	-8	-1	3
10	24	8	7	-3

The closing 2 compounds of the section before are carried over, then new ones follow:
No.	canonical_smiles	CHO-K1 Ca ag	CHRM1 agonist	CHO-K1 Ca antag	CHO parental Ca	CHRM1 antagonist
9	O=C(CNC(=O)c1ccccc1)NCc1ccc(Cl)cc1	0.5	-2	-2	-9	3
10	Cc1cccc(C)c1Nc1nnc(SCC(=O)Nc2ncc(C(F)(F)F)cc2Cl)s1	0.8	-1	-10	-12	1
11	CN1CCN(S(=O)(=O)c2cccc(C(=O)N(Cc3nnc(-c4ccccc4Cl)o3)C3CC3)c2)CC1	17*	-1	4	-15	-7
12	Cc1ccc(S(=O)(=O)N2CCOCC2)cc1C(=O)Nc1ccc2c(c1)OCCO2	0.4	-6	-5	2	-8
13	O=C(COC(=O)c1cccnc1Cl)c1ccc(Cl)s1	-0.2	-1	-5	3	16
14	O=C(CSc1nnc2c(n1)[nH]c1ccccc12)Nc1nncs1	6.0	-8	0	2	-9
15	CCn1c(NC(C)=O)nc2ccccc21	0.8	-3	-4	-10	-3
16	O=C(NC1=NCCS1)c1csc2ccccc12	0.8	-6	-16	-10	-4
17	N#CCSc1nc2ccccc2c(=O)n1CC1CCCC1	-0.8	-1	20	-24	-4
18	COc1ccc(-c2csc3ncnc(N4CCN(S(=O)(=O)c5cccs5)CC4)c23)cc1	0.7	-4	2	-7	5
19	Nc1c(C(=O)Nc2ccccc2F)sc2nc(-c3cccnc3)ccc12	3.2	0	-2	-1	-3
20	Cc1cc2nc3c(nc2cc1C)C(O)=C3O	0.6	-2	-5	-4	-7

No.	M1 PAM parental	TAAR1 antagonist	TAAR1 ag	M1 PAM
9	-10	-8	-1	3
10	24	8	7	-3
11	-3	-27	3	5
12	-15	-7	2	12
13	1	7	14	-7
14	3	-2	1	7
15	17	-21	1	6
16	9	1	2	4
17	-23	19	-2	4
18	9	23	2	-3
19	8	1	7	3
20	4	-16	1	25

Going on with the list:
No.	canonical_smiles	CHO-K1 Ca ag	CHRM1 agonist	CHO-K1 Ca antag	CHO parental Ca	CHRM1 antagonist
21	CCOc1ccc(OCCCCN(C)C)cc1	0.2	-4	-13	-3	7
22	CCCc1cc(C(=O)Nc2nccs2)cs1	0.1	-4	-7	-9	15
23	COc1ccc([C@H]2C[C@H](O)[C@@H](n3cc(C4CC4)nn3)CN2CC2CCCCC2)cc1	0.0	0	-11	/	-15
24	COc1ccc(OC)c(C(=O)NC(CC(N)=O)c2ccc(NCCN3CCOCC3)c([N+](=O)[O-])c2)c1 (stereo not given)	0.1	-2	-18	-5	2
25	O=C(Nc1ccccc1)N(CCN1CCOCC1)Cc1cccc(Cl)c1	1.1	1	-4	-19	-13
26	COc1ccc2cc(-c3ccn[nH]3)ccc2c1	2.5	-2	-15	-6	-5
27	CCOc1cccc(C2NC(=S)NC(C)=C2C(=O)Nc2ccccc2)c1 (stereo not given)	0.2	-5	2	-19	-6
28	COc1ccc(-c2nc[nH]c2[N+](=O)[O-])cc1	0.9	-3	-5	-4	-10
29	CC(C)C[C@H](N)C(=O)N1CCC(C(=O)N[C@H](C(=O)NCc2ccc(F)cc2)C(C)C)CC1	0.3	-2	-6	-8	-8
30	CC1(C)CN(C(Cc2ccccc2)C(N)=O)C1=O (stereo not given)	0.0	-2	-12	2	-13

No.	M1 PAM parental	TAAR1 antagonist	TAAR1 ag	M1 PAM
21	6	-16	2	0
22	14	13	5	-8
23	15	-12	0	12
24	15	1	3	8
25	12	13	11	20
26	12	0	1	3
27	11	-11	9	5
28	13	-11	2	7
29	9	2	0	4
30	3	-25	5	3

More entries.
No.	canonical_smiles	CHO-K1 Ca ag	CHRM1 agonist	CHO-K1 Ca antag	CHO parental Ca	CHRM1 antagonist
31	CCOc1ccc2cc(S(=O)(=O)N3CCCCC3)ccc2c1	0.2	-6	-21	-2	-4
32	O=C(c1cc(=O)[nH]c2ccccc12)N(Cc1nnc(-c2ccccc2Cl)o1)C1CC1	2.4	-5	1	2	15
33	CC(NC(=O)CN1C(=O)NC2(CCCCC2C)C1=O)c1ccccc1 (stereo not given)	0.7	-3	-11	0	-15
34	CCC1(C(=O)OC)NC(c2ccco2)C2C(=O)N(c3ccc(C)cc3)C(=O)C21 (stereo not given)	0.5	-2	3	-16	1
35	Cc1noc(C)c1S(=O)(=O)Nc1ccc2c(c1)C(=O)N([C@H](C)CO)C[C@H](C)[C@H](CN(C)C(=O)NC(C)C)OCCCC[C@@H](C)O2	0.1	-9	6	/	-4
36	O=c1cc(N2CCCCC2)c(-c2ccccc2)n[nH]1	0.5	-5	-3	-8	-6
37	N#Cc1ccc(NC(=O)COC(=O)c2cccc(S(=O)(=O)N3CCCC3)c2)cc1	5.2	-2	-14	/	0
38	O=C(Oc1cccc(C(=S)N2CCOCC2)c1)c1ccc([N+](=O)[O-])cc1	5.3	-2	-7	-11	-14
39	Cc1ccc(CNC(=O)c2c(C)cc(=O)oc2C)cc1	-0.1	-6	-15	-8	-13
40	CCC1(C)Cc2ccccc2-c2c1c(=O)n(-c1ccc(C)cc1)c1nnnn21 (stereo not given)	0.1	-3	-18	-6	-20

No.	M1 PAM parental	TAAR1 antagonist	TAAR1 ag	M1 PAM
31	9	-13	-1	6
32	-4	-19	8	-6
33	7	-16	-1	14
34	8	9	5	2
35	-5	-13	1	-1
36	17	4	7	7
37	11	10	3	-2
38	13	6	0	10
39	-4	-12	2	0
40	23	5	1	6

Next compounds
No.	canonical_smiles	CHO-K1 Ca ag	CHRM1 agonist	CHO-K1 Ca antag	CHO parental Ca	CHRM1 antagonist
41	Cn1c(C(=O)OC(C(=O)NC2CCCCC2)c2ccccn2)cc2sccc21 (stereo not given)	0.7	-2	-13	-10	18
42	CCCn1c(C(C)Nc2nc(-c3cccc(Br)c3)cs2)nc2ccccc21 (stereo not given)	-0.3	-3	-10	-37	-1
43	COc1cccc(CN(C)C(=O)CCN=C2NS(=O)(=O)c3ccccc32)c1	0.1	-2	8	-6	8
44	COc1cc2c(cc1OC)C1=C(C#N)CN(C3CCCCC3)CN1CC2	4.4	-1	-2	-19	6
45	Cc1cccc(C)c1OCC(=O)N/N=C/c1ccncc1	-0.3	-2	3	-8	-6
46	Cc1ccn2c(c1)nc(=O)c1cc(S(=O)(=O)N3CCCCC3)ccc12	-0.2	-10	-9	1	6
47	O=C(NCCCCc1ccccc1)C12CN(Cc3ccccc3)CC1C(c1ccc([N+](=O)[O-])cc1)=NO2 (stereo not given)	0.6	-3	-13	3	2
48	COc1ccc(C(=O)N2CCN(C(=O)c3ccncc3)CC2)cc1	0.2	-3	-2	-12	-7
49	C=C1c2ccccc2S(=O)(=O)N(Cc2ccccc2)C1COCc1ccccc1 (stereo not given)	1.5	-4	-14	-4	13
50	COc1ccc2c(c1)c1ncn(CCN3CCCCC3)c(=O)c1n2C	6.6	-10	-18	-8	6

No.	M1 PAM parental	TAAR1 antagonist	TAAR1 ag	M1 PAM
41	-21	8	9	-5
42	8	6	5	2
43	-1	-6	14	0
44	13	53*	8	-10
45	15	6	6	10
46	3	0	6	-4
47	-3	-15	4	-4
48	-4	-2	4	8
49	20	15	3	-5
50	25	-7	1	4

(more compounds)
No.	canonical_smiles	CHO-K1 Ca ag	CHRM1 agonist	CHO-K1 Ca antag	CHO parental Ca	CHRM1 antagonist
51	CC(Oc1ccc(F)cc1)C(=O)Nc1cc(Cl)ccc1-n1cncn1 (stereo not given)	0.2	-2	-3	-10	-26
52	O=C(Nc1ccc(F)cc1Cl)C1CCN(C(=O)Nc2ccccc2)CC1	1.0	-2	-4	-14	-9
53	CCOC(=O)N/N=C(\C)c1ccc(Br)cc1	-0.2	-7	-15	-6	-16
54	COc1ccc(OCc2cc(C(=O)NC(C)Cc3ccccn3)no2)c(Cl)c1 (stereo not given)	4.4	-2	-7	-10	6
55	CCCN1CCN(C(=O)c2ccc(F)c(S(=O)(=O)N3CCOCC3)c2)CC1	0.5	-3	-9	-1	-8

No.	M1 PAM parental	TAAR1 antagonist	TAAR1 ag	M1 PAM
51	13	-22	-1	17
52	10	-11	0	8
53	3	-7	8	9
54	-4	39	9	-5
55	0	-17	9	12

Grouped by structure: those above containing a thiophene ring, fused or not
No.	canonical_smiles	CHO-K1 Ca ag	CHRM1 agonist	CHO-K1 Ca antag	CHO parental Ca	CHRM1 antagonist
7	CCOC(=O)CN(C)S(=O)(=O)c1ccc(-c2cc(C(=O)OC)sc2C(F)(F)F)cc1	3.2	-1	10	-18	4
13	O=C(COC(=O)c1cccnc1Cl)c1ccc(Cl)s1	-0.2	-1	-5	3	16
16	O=C(NC1=NCCS1)c1csc2ccccc12	0.8	-6	-16	-10	-4
18	COc1ccc(-c2csc3ncnc(N4CCN(S(=O)(=O)c5cccs5)CC4)c23)cc1	0.7	-4	2	-7	5
19	Nc1c(C(=O)Nc2ccccc2F)sc2nc(-c3cccnc3)ccc12	3.2	0	-2	-1	-3
22	CCCc1cc(C(=O)Nc2nccs2)cs1	0.1	-4	-7	-9	15
41	Cn1c(C(=O)OC(C(=O)NC2CCCCC2)c2ccccn2)cc2sccc21 (stereo not given)	0.7	-2	-13	-10	18

No.	M1 PAM parental	TAAR1 antagonist	TAAR1 ag	M1 PAM
7	-1	25	3	-3
13	1	7	14	-7
16	9	1	2	4
18	9	23	2	-3
19	8	1	7	3
22	14	13	5	-8
41	-21	8	9	-5

Screening data as filed in PubChem BioAssay.
